Screening data (PubChem)
GASC-1 inh = blocks human GASC-1 demethylase activity. inhibition, % at 2.35 µM. GST-JMJD2C(1-420) H3K9me3 demethylation, DELFIA europium. AID 2099. 0.069% of 330,000 active. Q9H3R0;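 active means more than half of a compound's replicate wells show inhibition beyond 50%, single wells judged on their own value; inconclusive means some, but no more than half, of replicates pass 50% inhibition; inactive means no replicate passes 50% inhibition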;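 further: signal counts dimethyl H3K9 product captured on neutravidin plate; 0% = median of DMSO wells and 100% = 0.3 times that DMSO median; strong numbers were not always called active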
Target sequence (Q9H3R0 1-420 limits assumed): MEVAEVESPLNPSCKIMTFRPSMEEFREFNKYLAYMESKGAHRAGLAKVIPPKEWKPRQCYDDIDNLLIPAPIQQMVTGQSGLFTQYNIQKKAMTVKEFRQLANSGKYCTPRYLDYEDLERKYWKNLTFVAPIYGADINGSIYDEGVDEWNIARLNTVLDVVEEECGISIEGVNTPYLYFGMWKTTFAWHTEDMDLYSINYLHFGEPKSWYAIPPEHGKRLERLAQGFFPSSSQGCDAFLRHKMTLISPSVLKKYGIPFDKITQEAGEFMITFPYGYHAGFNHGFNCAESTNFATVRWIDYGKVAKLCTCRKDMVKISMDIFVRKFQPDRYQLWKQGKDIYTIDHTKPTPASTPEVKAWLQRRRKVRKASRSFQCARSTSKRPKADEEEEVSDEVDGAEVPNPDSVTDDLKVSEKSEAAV
The depositor's hits bear a star; i = inactive; ? = inconclusive.

smiles	GASC-1 inh
CC1CCN(C(=S)NC(=O)c2ccc(C(C)(C)C)cc2)CC1	2
COc1ccc(CCN2CC(C(=O)NCc3cc(C(C)C)no3)CCC2=O)cc1 (centres undefined)	2
COc1ccc(Cl)cc1-n1c(=S)sc2c(=O)[nH]c(SCC(=O)NCCC(C)C)nc21	5
c1ccc(CCNc2ccnc3cc4ccccc4cc23)cc1	-6
CC(C)CC(c1nnnn1CC1CCCO1)N1CCN(C2CCCC2)CC1 (centres undefined)	-10
NC(=S)c1cc2ccc(O)cc2oc1=O	-1
COc1ccc(C(=O)n2nc(-c3ccccc3)nc2SC)cc1	0
COc1ccc(CCNS(=O)(=O)c2cccc(S(=O)(=O)N3CCCC3)c2)cc1OC	9
CN(C)N1C(N)=C(C#N)C(c2cccc([N+](=O)[O-])c2)C2=C1CC(C)(C)CC2=O (centres undefined)	6
Cc1cc(C)n(-c2nc3ccccc3c(=O)n2OCC(=O)OCc2ccccc2)n1	0

Additional results follow.
smiles	GASC-1 inh
O=S(=O)(NCCC1=CCCCC1)c1cccc2nsnc12	12
C(=C\c1ccccn1)/c1cccnc1	8
COCCn1nnnc1CN(Cc1cccnc1)Cc1cc2cc(OC)ccc2[nH]c1=O	-2
Cc1ccc(-c2cc(C(F)(F)F)n3ncc(C(=O)O)c3n2)cc1	-4
CC(C)(C)c1ccc(-c2cn(-c3ccc(Br)cc3)c3[n+]2CCCS3)cc1	-14
CCOC(=O)C1=C(C)NC(=O)NC1c1ccc(N(C)C)cc1 (centres undefined)	9
O=c1[nH]c(/C=C\c2cccc(C(F)(F)F)c2)nc(O)c1[N+](=O)[O-]	5
CCCN(CCC)c1nc2c(C)cccn2c(=O)c1/C=C1/SC(=S)N(Cc2ccco2)C1=O	-1
Cc1ccc(Cn2ccc(NC(=O)c3cc(-c4ccc5c(c4)OCO5)on3)n2)cc1	5
C#Cc1ccc(CN2CCC(Oc3cc(C(=O)NC4CC4)ccc3OC)CC2)cc1	7

(list continues)
smiles	GASC-1 inh
CC1=NN(C(N)=S)C(=O)C1N=Nc1ccc(O)cc1 (centres undefined)	-5
CCOC(=O)N1CCC(Nc2ncnc3c2cnn3-c2ccc(Cl)cc2)CC1	-9
COC(=O)C1=C(N)n2c(s/c(=C\c3cccnc3)c2=O)=C(C(=O)OC)C1c1cccnc1 (centres undefined)	-2
O=C1c2ccccc2C(=O)N1C/C=C/CN1C(=O)c2ccccc2C1=O	-1
Cc1onc(-c2ccccc2)c1C(=O)N/N=C/c1cc(Br)c(O)c(Br)c1	15
C/C(=N\NC(=O)c1cccc(N/N=C(\C)c2ccco2)c1)c1ccco1	-3
Cc1cccc(N2NC(=O)/C(=C/c3ccc(-c4ccc(Cl)c(C(=O)O)c4)o3)C2=O)c1	-10
CC(=O)C12CCCCC1CC1[C@@H]3CC(C)C4=CC(=O)CC[C@]4(C)C3CC[C@@]12C (some centres undefined)	11
COc1cc(OC)c(OC)cc1/C=C1\CCC/C(=C\c2cc(OC)c(OC)cc2OC)C1=O	11
COc1ccc(-n2c(CN3CCN(c4ccccc4OC)CC3)nc3ccc([N+](=O)[O-])cc3c2=O)c(OC)c1	-7

Remaining list, next part
smiles	GASC-1 inh
COc1ccc(/C=C/C(=O)N(C)C2CCS(=O)(=O)C2)cc1 (centres undefined)	7
Nc1nc(-c2cccnc2)nn1C(=O)c1ccccc1Cl	20
Cn1c2ccc(F)cc2c2nnc(SCCN3CCOCC3)nc21	2
CN(C)[C@@H]1C(=O)C(C(=O)NCN2CCCC2)=C(O)[C@@]2(O)C(=O)C3=C(O)c4c(O)cccc4[C@@](C)(O)C3CC12 (some centres undefined)	?
CC1CN(c2ccc(Cl)cc2)c2nc3c(c(=O)[nH]c(=O)n3C)n2C1 (centres undefined)	-28
Nc1nc(CCOc2ccc(F)cc2)cs1	i
COc1ccc(CN2CCN(c3nc4ccccc4s3)CC2)cc1	-3
S=c1[nH]nc(-c2ccccn2)n1/N=C/c1ccc(-c2ccccc2Br)o1	18
Cc1ccc(S(=O)(=O)N2CCN(S(=O)(=O)c3ccccc3)C2)cc1	-4
COc1ccc(/C=N/NC(=O)c2cc(O)c(O)c(O)c2)cc1Cn1cc([N+](=O)[O-])cn1	?

Next part:
smiles	GASC-1 inh
COc1ccc(NC(=O)CN2CCN(CC(=O)Nc3ccc(F)cc3F)CC2)cc1	2
CC1CCC2C(=O)N(c3cc(Cl)ccc3OC(=O)c3ccco3)C(=O)C2C1 (centres undefined)	-11
COc1nccnc1NS(=O)(=O)c1ccc(N)cc1	-13
CCn1c(=O)c2c(nc(SCc3ccccn3)n2C)n(C)c1=O	-16
CC(C)CC1=NN2C(=N)/C(=C\c3coc4ccccc4c3=O)C(=O)N=C2S1	24
Cc1ccsc1/C=N/Nc1nc2ccccc2[nH]1	10
NC(=O)NC(Cc1ccccc1)c1ccccc1 (centres undefined)	-6
O=C(NC(=S)Nc1ccc(CN2CCOCC2)cc1)c1cccc(F)c1	-9
C/C=C(\C)C(=O)N1CC2(CC(c3cccc(NC(=O)CC(c4ccccc4)c4ccccc4)c3)=NO2)C[C@H]1C(N)=O (some centres undefined)	-1
O=S(=O)(c1cccc(-c2nn3c(-c4ccncc4)nnc3s2)c1)N1CCOCC1	3

Continued.
smiles	GASC-1 inh
Cn1c(=O)n(C)c2cc(CNc3ccc(N4CCOCC4)c(C(=O)O)c3)ccc21	-1
COc1ccccc1Nc1nc(-c2c(C)nc3ncccn23)cs1	13
CC(=O)Nc1cccc(NC(=O)CSc2nnnn2C)c1	11
CN1CCCN(S(=O)(=O)c2ccc(Cl)c(Cl)c2)CC1	10
Cc1ccc(C(=O)NC(C#N)=C(Cl)Cl)cc1	-35
COc1ccc(NC(=O)/C(Cl)=C(/Cl)S(=O)(=O)Cc2ccc(C)cc2)cn1	5
Cc1cc(C)n(Cc2cccc(C(=O)N/N=C/c3cccnc3)c2)n1	-7
Cn1c(=O)c2c(nc(CN3CCN(c4ccccc4)CC3)n2Cc2ccccc2Cl)n(C)c1=O	-4
CCSc1nc2c(sc3nc(C)cc(C)c32)c(=O)[nH]1	-14
Cc1ccc(NC(=O)CN2CCN(C)CC2)cc1Br	-15

Further structures:
smiles	GASC-1 inh
Clc1ccc(C(c2nnnn2C2CCCCC2)N(Cc2cccnc2)Cc2ccco2)cc1 (centres undefined)	0
CCOC(=O)c1c(C)[nH]c(C(=O)OCCOc2ccccc2C)c1C	?
CC(C)COc1ccc(C(=O)OCCN2CCOCC2)cc1	3
O=C(N/N=C/c1ccco1)c1cc(-c2ccncc2)nc2ccccc12	6
CCCCC(=O)Nc1ccc2c(c1)nc1n2CCN(CCOC)C1	-17
Cc1ccc2[nH]c(=O)c(CN(Cc3ccco3)C(=O)c3cccs3)cc2c1	2
Cc1ccc2c(c1)N(CC(=O)N1CCC(O)CC1)C(=O)CO2	-3
CCN(c1ccc(NC(=O)COC(=O)CCc2cc(OC)c(OC)c(OC)c2)cc1)C(C)C	5
COC(=O)Cn1c2ccc(C)cc2c2nc3ccccc3nc21	-2
CCOC(=O)/C(C#N)=C/c1c(N2CCN(c3cccc(Cl)c3)CC2)nc2c(C)cccn2c1=O	0

Remaining list, next part.
smiles	GASC-1 inh
C=C(C)CSC1=C(C#N)C(c2ccccc2Cl)CC(=O)N1 (centres undefined)	2
O=C(Nc1ccccc1N1CCN(c2ccc(F)cc2)CC1)C1CCCCC1	136
Cc1nn(C)c(C(=O)NNC(=O)NC2CCCCC2)c1Cl	-1
CC(SCc1ccccc1)C(=O)NCc1ccccn1 (centres undefined)	-25
CN1C(=O)/C(=C/C=C2\SCCN2C)N(C)C1=S	-9
O=C(CCl)Nc1cc(SCC(O)CO)cc([N+](=O)[O-])c1 (centres undefined)	30
CC1CN(C(=O)c2ccc(NS(=O)(=O)c3cccc(Cl)c3)cc2)CC(C)O1 (centres undefined)	5
CC1(C)CC(NC(=O)C2CCC(=O)N(Cc3ccccc3F)C2)CC(C)(C)C1 (centres undefined)	?
Cc1ccc(S(=O)(=O)c2nc(Nc3ccccc3)sc2Cl)cc1	-6
CN(CC(=O)O)c1ccc(C(F)(F)F)cc1[N+](=O)[O-]	-3

(next part)
smiles	GASC-1 inh
O=C(Nc1ccnn1C1CCN(Cc2ccc(F)cc2)CC1)C1CC1	1
O=P(O)(CN1CCCCCC1)CN1CCCCCC1	-37
COc1cc2nc(NC(=O)c3ccccc3)sc(=O)c2cc1OC	6
O=C(Cc1ccccc1)Nc1ccc(S(=O)(=O)N2CCCC2)cc1	41
O=C(NNc1cc(N2CCOCC2)nc(N2CCOCC2)n1)c1ccc([N+](=O)[O-])cc1	-25
CCOC(=O)c1sc2nc(N3CCOCC3)c3c(c2c1N)CCN(C)C3	9
CC(NC(=O)OCc1ccccc1)C(=O)N1CC(O)CC1C(=O)O (centres undefined)	-5
COC(=O)c1sc2ccccc2c1C(=O)OC	-6
COc1ccccc1NC(=O)C1=C(C)NC(SCC(=O)c2ccccc2)=C(C#N)C1c1ccco1 (centres undefined)	10
O=c1c2c(-c3ccccc3)csc2nc2c3ccccc3c(NCCN3CCOCC3)nn12	-5

Pulled one by one from the list above, 7 records:
smiles	GASC-1 inh
O=C(NNc1cc(N2CCOCC2)nc(N2CCOCC2)n1)c1ccc([N+](=O)[O-])cc1	-25
CCOC(=O)c1sc2nc(N3CCOCC3)c3c(c2c1N)CCN(C)C3	9
O=P(O)(CN1CCCCCC1)CN1CCCCCC1	-37
COC(=O)c1sc2ccccc2c1C(=O)OC	-6
O=C(Cc1ccccc1)Nc1ccc(S(=O)(=O)N2CCCC2)cc1	41
CC(NC(=O)OCc1ccccc1)C(=O)N1CC(O)CC1C(=O)O (centres undefined)	-5
COc1ccccc1NC(=O)C1=C(C)NC(SCC(=O)c2ccccc2)=C(C#N)C1c1ccco1 (centres undefined)	10

Remaining list, next part
smiles	GASC-1 inh
CC1Cc2cc(/C(O)=C3/C(=O)C(=O)N(CCCN(C)C)C3c3ccncc3)ccc2O1 (centres undefined)	0
Cc1ccc(S(=O)(=O)N2CCOCC(=O)NCCOCCNC(=O)COCC2)cc1	-8
Cc1c(-c2n[nH]c(=S)n2-c2ccc(Br)cc2)nnn1-c1ccc(Cl)cc1	10
COc1cccc(C(=O)Nc2ccc(NC(=O)C3CCCCC3)nc2)c1	-4
C#CCOCCOCCOCCNc1nc(N2CCN(C(=O)[C@H]([C@@H](C)CC)n3cc([C@@H](N)CC(C)C)nn3)CC2)nc(N2CCN(C(=O)[C@H](Cc3cc4ccccc4[nH]3)n3cc([C@@H](N)CC(C)C)nn3)CC2)n1	-1
O=C1CC(c2ccc(Cl)c(Cl)c2)CC(O)=C1C=NCCN1CCNCC1 (centres undefined)	8
O=S(=O)(c1ccc(Cl)cc1)N1CCN(c2nc(-c3cccs3)nc3ccccc23)CC1	-3
CC1(C)CC(=O)C(C=NCCN2CCN(C(=O)CC3CCCC3)CC2)=C(O)C1	0
COc1ccc(C(=O)Nc2ccc(NC(=O)c3ccccn3)cn2)cc1	-31
Cc1ccc(CNc2ccc(O)cc2)cc1	18

(next part)
smiles	GASC-1 inh
O=C(OCC(=O)N1CCN(c2ccccc2)CC1)c1ccco1	1
COc1ccc(-n2c(SCc3cccnc3)nc3c(c2=O)SCC3)cc1OC	0
O=C(Nc1cccnc1)c1cc2cc(Br)ccc2oc1=O	5
O=C1NC2=C(C(=O)CCC2)C(c2cccc([N+](=O)[O-])c2)N1 (centres undefined)	0
CC(=O)c1ccc(NC(=O)CN2CCN(CC(=O)Nc3ccc(C(C)=O)cc3)CC2)cc1	3
CCc1cc2c(=O)c(-c3nc4ccccc4n3C)coc2c(CN2CCCCC2)c1O	-6
Cc1ccccc1CNC(=O)C(=O)NCC1CCCN1S(=O)(=O)c1cccs1 (centres undefined)	-5
O=c1c2ccccc2nc2c3ccccc3c(Cl)nn12	40
O=C(O)c1ccccc1NC1CCCCC1NS(=O)(=O)c1ccccc1 (centres undefined)	0
Cc1ccc(C(=O)CC(C(=O)O)n2cncn2)cc1 (centres undefined)	-17

More records follow:
smiles	GASC-1 inh
CC(=O)C1=C(S(=O)(=O)c2ccc(C)cc2)CS(=O)(=O)C1	8
COc1ccc(N2CCn3c2nc2c3c(=O)n(CCc3ccccc3)c(=O)n2C)c(OC)c1	-15
CCC(=O)Nc1ccc(C(=O)NNC(=O)c2ccc(Cl)cc2)cc1	7
CN(Cc1ccon1)C(=O)CC1C(=O)NCCN1Cc1ccccc1C(F)(F)F (centres undefined)	-6
CNc1ncc(C(=O)c2ccc(Br)cc2)s1	17
COc1ccc(C2NCCc3c2[nH]c2ccccc32)cc1CN1CCc2cc(OC)c(OC)cc2C1C (centres undefined)	-12
N#CC1=C(N)Oc2n[nH]c(-c3ccc(F)cc3)c2C1c1cccnc1 (centres undefined)	87
Clc1cccc(-c2ccc(C=Nc3ccc(N4CCOCC4)cc3)o2)c1Cl	5
Cc1onc(-c2ccccc2Cl)c1C(=O)N1CCCCCC1	-17
Cn1c(=O)[nH]c(=O)c2c1[nH]c(=S)n2CCCc1ccccc1	-14

More records:
smiles	GASC-1 inh
O=C(CCc1ccccc1)Nc1c(F)c(F)c(F)c(F)c1F	-6
C[C@@H]1CN(c2c(F)c(F)c3c(=O)c(C(=O)O)cn(C4CC4)c3c2F)C[C@H](C)N1	12
O=C1c2cccc3c([N+](=O)[O-])ccc(c23)C(=O)N1CC1CCCO1 (centres undefined)	4
Cc1cnc(CNC(=O)C2CCC(=O)N(CCc3ccc(Cl)cc3)C2)cn1 (centres undefined)	-10
CCOc1ccccc1NC(=O)N1CCCC1C(=O)NCc1ccco1 (centres undefined)	19
Cc1cc(C(=O)NCCCN(C)C)c2ccccc2n1	-9

Not all compounds are listed; the hit share may differ from the screen's.
